PLK1 PBD block: qHTS for Inhibitors of PLK1-PDB (polo-like kinase 1 - polo-box domain): Primary Screen; Plk1 PBD binding of FITC phosphopeptide, fluorescence polarization; Potency, µM, without a hit: max response, negative = inhibition, hits mostly inhibitors; hit rate 2.8% among 360,000; AID 720504, 2013; also: potency is read from the fitted curve at half-maximal effect; series mostly up to about 57 µM; % is scaled to controls: 0 for no effect and ±100 for the full control effect; nearly all actives have a fitted effect of over 65% in size
Abeta rescue: qHTS for compounds that reverse cellular toxicity of Amyloid beta (A-beta) peptide in yeast: Primary Screen. Potency, µM (doses to about 46.1 µM), without a hit: top-dose growth rescue, usual class: activators. yeast expressing A-beta42, growth rescue, OD600, 48 h; response scale: 0% DMSO, 100% iron-clioquinol control. AID 1347071, 2019. hit rate 0.063% among 410,000; also: potency is read from the fitted curve at half-maximal effect; nearly all actives have a fitted effect of over 55% in size
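Growth rescue measured by 600 nm absorbance after 48 h yeast culture at 30 C with compound. Values normalized between DMSO and an equimolar ferric chloride plus clioquinol control.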
WRN helicase inh: qHTS for Inhibitors of WRN Helicase; WRN helicase unwinding, fluorescent forked duplex, kinetic; Potency, µM (doses to about 114 µM), for inactives: at the top dose activity change, negative = inhibition, hits mostly inhibitors; hit rate 0.46% among 360,000; also: potency is read from the fitted curve at half-maximal effect; % is scaled to controls: 0 for no effect and ±100 for the full control effect; nearly all actives have a fitted effect of over 55% in size
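Enzyme (20 nM final) and test compound sit together 15 min at room temperature before substrate addition. Substrate is a single-forked duplex oligonucleotide (100 nM) labelled with fluorophore and quencher, with 2 mM ATP; helicase unwinding raises red fluorescence, read kinetically.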
PI5P4K alpha inh: qHTS for Inhibitors of phosphatidylinositol 5-phosphate 4-kinase (PI5P4K); PI5P4Kalpha enzyme, ADP-Glo luminescence, 60 min; active compounds read low; hit rate 1.2% among 330,000; Phosphatidylinositol 5-phosphate 4-kinase type-2 alpha (Homo sapiens), P48426; max response, %; AID 652105, 2013; active = max response of -50% or lower; inconclusive = between -30% and -50%; inactive = -30% or higher; also: value at the top dose of about 77 µM; % is scaled to controls: 0 for no effect and ±100 for the full control effect
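Enzyme plus substrate dispensed, test compounds pinned in, then ATP (5 microM final) added. After 60 min at RT, ADP-Glo reagent 1 for 45 min and reagent 2 for 30 min preceded luminescence imaging.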
EPAC1 antagonist: qHTS for Antagonist of cAMP-regulated guanine nucleotide exchange factor 3 (EPAC1): primary screen | hit rate 0.14% among 360,000 | AID 720709, 2013 | EPAC1 GEF assay, Rap1b-BODIPY-GDP exchange fluorescence | Rap guanine nucleotide exchange factor 3 (Homo sapiens), O95398 | Potency, µM (titrated, usually from 115 µM), for inactives: at the top dose activity change, negative = inhibition, actives largely listed as inhibitors;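 also: potency is read from the fitted curve at half-maximal effect; plate controls were vehicle for no effect and positive control for full effect; nearly all actives have a fitted effect of over 50% in size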
IL-2 act: qHTS of IL-2 Activators. IL-2 activation reporter assay, cell-based qHTS; stimulated with anti-CD3/CD4/CD28 beads; in transgenic mouse T cells. activation, % (series mostly up to about 46 µM). hit rate 0.065% among 360,000. AID 652025, 2013; in the data active = activation above about 50%; inconclusive = mostly about 30% to 49%; also: 0% is about no effect
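Unstimulated transgenic mouse T cells, 750 per well, received compound and, after 60 minutes, anti-CD3/anti-CD4 bead plus anti-CD28 stimulation. EGFP and DsRed were quantified after 18 hours.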
FUS yeast rescue: qHTS for Suppressors of FUS Proteinopathy: Primary screen using FUS-linked yeast assay | S. cerevisiae FUS-expressing, growth rescue, OD600, 24 h | Potency, µM (series often up to 76.6 µM), without a hit: at the highest dose growth rescue (activation), hits mostly activators | hit rate 0.24% among 390,000;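 also: potency is read from the fitted curve at half-maximal effect; plate controls were DMSO vehicle for no effect and reference control for full effect; nearly all actives have a fitted effect of over 55% in size; some results filed as inactive show a strong effect at the top dose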
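Toxicity suppression screen in FUS-yeast. Cells induced with 2% galactose, starting OD 0.005, treated 24hr at 30C with compounds at multiple final concentrations; growth by OD600.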
EPAC1 ag: qHTS for Agonist of cAMP-regulated guanine nucleotide exchange factor 3 (EPAC1): primary screen. Rap guanine nucleotide exchange factor 3 (Homo sapiens), O95398. EPAC1 agonist qHTS, biochemical assay; response scale: 100% = response to 6.5 mM cAMP. Potency, µM (series often up to 154 µM), for the others: at the highest dose activation, hits mostly activators. hit rate 0.073% among 360,000; also: potency is read from the fitted curve at half-maximal effect; nearly all actives have a fitted effect of over 60% in size
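Compounds were pinned as a concentration titration into mixtures of EPAC1 (100 nM), BODIPY-GDP-loaded Rap1B (250 nM) and GDP (50 uM). After 5 min at room temperature, fluorescence was followed for 30 min; activity was scaled to 6.5 mM cAMP.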
* marks the source's active call; other numbers are inactive results; ? = inconclusive; . = not tested or not shown; [ ] = remark or other dose. Unless noted, calls follow the shape of the dose curve; as a rule, active = well fitted curve in the direction sought with a large enough effect; inconclusive = small, poorly fitted or top-dose-only effect, or another doubt; inactive = no such curve, though single readings can be large; an effect the other way counts as inactive or inconclusive. Random draw from the library (roughly 4.1% active in at least one column).

#	SMILES	PLK1 PBD block	Abeta rescue	WRN helicase inh	PI5P4K alpha inh	EPAC1 antagonist	IL-2 act	FUS yeast rescue	EPAC1 ag
1	CCCCn1c(N)c(N(CC(C)C)C(=O)C2CSC3(C)CCC(=O)N23)c(=O)[nH]c1=O (stereo unspecified)	-2.9%	0.0%	2.3%	-6.2	-4.2%	-1.6	-2.0%	6.9%
2	CC(C)C12CN3CC(C(C)C)(CN(C1)C3(C)C)C2=O	-3.5%	-18.9%	0.8%	-7.8	-14.8%	-0.3	-4.8%	6.9%
3	Cc1cc(C(=O)Nc2ccon2)cs1	-2.2%	-22.4%	-7.0%	.	5.3%	-2.2	17.4%	-0.4%
4	O=C(c1csc2ccccc12)n1cccn1	-10.2%	4.3%	-0.6%	.	-16.1%	-0.3	3.0%	5.9%
5	Cc1ccc(-c2nc(Nc3ccc(N4CCOCC4)cc3)c3ccccc3n2)cc1	2.5%	-21.4%	-5.8%	4.6	1.2%	-4.6	22.7%	8.3%
6	Cc1cccc2cc(CN(C(=O)c3cccc([N+](=O)[O-])c3)C(C)C)c(=O)[nH]c12	-0.7%	-8.0%	6.0%	2.1	-11.5%	-2.8	15.9%	-5.0%
7	Cc1cc(-c2nc(C)c(-c3nnc(SCC(=O)Nc4cc(Cl)cc(Cl)c4)n3C)s2)no1	-8.3%	-2.3%	-9.7%	5.6	3.7%	0.5	12.8%	13.2%
8	O=C(CCCCCN1C(=O)c2ccccc2C1=O)NC1CCCC1	-11.4%	10.8%	8.9%	4.6	-2.5%	-1.5	-2.7%	0.6%
9	CN(C)CCCNC(=O)c1ccc(/C=N/O)nc1	-12.2%	3.7%	20.5%	-8.7	-13.3%	0.0	5.8%	10.8%
10	Nc1nc(NCCOCCO)nc(Nc2cccc(F)c2)c1[N+](=O)[O-]	-12.1%	-27.1%	-5.7%	-16.2	-7.6%	0.7	-11.8%	3.1%
11	COc1cccc2c(=O)c(C(=O)NCCc3ccccc3)c[nH]c12	2.2%	15.9%	-5.8%	2.1	-2.5%	-0.1	8.9%	9.0%
12	C=CCC[C@@H](Cc1ccc(F)cc1)C(=O)O[C@H](CNC(=O)[C@H](CC=C)CC(=O)N(CCO)Cc1ccccc1)c1ccccc1	-11.5%	6.6%	-4.8%	-0.9	-13.0%	-2.6	?	-29.3%
13	COc1ccc(OC)c(S(=O)(=O)NC(=O)C2(C)CCN2C(=O)CC2CCCC2)c1 (stereo unspecified)	-7.8%	-0.7%	-7.2%	6.1	-17.9%	-0.6	11.7%	7.2%
14	O=S(=O)(NC1CCSc2ccccc21)c1ccccc1 (stereo unspecified)	1.2%	0.7%	-2.0%	1.7	-12.6%	1.5	17.0%	8.5%
15	Cc1cccc(C(=O)NCCCNC(=O)c2cccnc2)c1	-8.2%	1.7%	5.3%	0.1	-5.5%	0.0	9.9%	4.2%
16	O=C(c1ccco1)N1CCN(Cc2csc(-c3ccccc3Cl)n2)CC1	-17.4%	-12.2%	-32.4%	-1.9	13.3%	-2.3	.	7.1%
17	O=C(NCCc1nc2ccccc2[nH]1)/C(=C/c1ccco1)NC(=O)c1ccco1	0.9%	25.5%	4.4%	-2.1	-8.6%	-0.4	-20.0%	9.2%
18	COc1ccc(C2=C(C=O)Cc3ccccc3O2)cc1	-1.1%	-22.1%	?	20.1	3.5%	1.9	8.9%	20.7%
19	COc1ccc(/C=C2\CCC/C(=C\C=N\N(C)C)C2=O)cc1	10.4%	-19.4%	-12.1%	-0.5	3.0%	0.5	8.4%	22.5%
20	CC(C)CC(O)C1CCN(C(=O)CCc2nnc(-c3ccccc3)o2)CC1 (stereo unspecified)	-6.7%	-14.5%	-2.4%	1.0	-19.9%	2.8	0.2%	10.2%
21	COc1cc(C(=O)Nc2sc3c(c2C(=O)O)CCC3)cc(OC)c1OC	-14.0%	-0.3%	-6.6%	-11.7	-4.0%	0.5	24.6%	6.0%
22	O=C(NCc1ccco1)C(c1cccnc1)N(C(=O)Cn1nnc2ccccc21)c1ccccc1 (stereo unspecified)	-4.0%	32.3%	-13.2%[57.1 µM]	0.4	-13.5%	-2.9	-9.9%	4.1%
23	C=CCN(C(=O)CCC(=O)Nc1cc(C)on1)C(C(=O)NC1CCCC1)c1ccc(OC)c(OC)c1 (stereo unspecified)	-8.4%	-10.2%	0.6%	-5.2	11.1%	-1.0	13.3%	-0.1%
24	O=S(=O)(NCC(c1ccco1)N1CCN(c2ccccc2F)CC1)c1ccccc1 (stereo unspecified)	-7.5%	22.2%	5.4%	3.5	-11.2%	-0.3	16.3%	13.4%
25	Cc1cccc2sc(N(CCCN(C)C)C(=O)CN3C(=O)c4ccccc4C3=O)nc12	3.3%	-3.5%	2.3%	11.6	20.0%	-0.5	14.4%	-6.9%

Further results.
#	SMILES	PLK1 PBD block	Abeta rescue	WRN helicase inh	PI5P4K alpha inh	EPAC1 antagonist	IL-2 act	FUS yeast rescue	EPAC1 ag
26	CCOc1ccc(C(F)(F)F)cc1NC(=O)COc1ccc(C(F)(F)F)cc1[N+](=O)[O-]	-5.6%	-3.6%	2.8%	6.9	-8.8%	-0.1	8.3%	-0.4%
27	NNC(=O)c1nc(Cl)c(Cl)c(N)c1Cl	1.7%	1.7%	1.2%	0.3	9.7%	-1.4	-15.3%	-1.7%
28	NC(=O)CCCc1nc(-c2ccccc2Cl)no1	0.1%	7.4%	-1.4%	.	5.6%	1.6	-7.9%	5.4%
29	O=C(N/N=C/c1cn(CC(=O)N2CCOCC2)c2ccccc12)c1cccnc1	-13.6%	-7.0%	-2.0%[11.6 µM]	-2.1	-16.8%	0.3	8.6%	-0.9%
30	CCNC(=S)N(CCc1ccc(S(N)(=O)=O)cc1)C1CC(=O)N(c2ccccc2)C1=O (stereo unspecified)	-16.8%	1.4%	-1.6%	-4.9	-25.6%	-4.3	12.9%	-2.9%
31	O=C(O)C1CC=CCC1C(=O)c1ccccc1 (stereo unspecified)	-5.6%	?	-11.0%	.	12.7%	-0.5	15.4%	0.6%
32	CC(C)(C)S(=O)N1Cc2cc(CO)ccc2[C@H]1CCO (stereo partly specified)	1.7%	-2.9%	-2.8%	-3.3	4.9%	0.6	?	1.9%
33	CN(C)S(=O)(=O)c1cccc(CNCC2COc3ccccc3O2)c1 (stereo unspecified)	-3.0%	-18.3%	5.3%	-5.8	17.8%	-1.2	-31.7%	1.0%
34	Cc1ccccc1NC(=O)CSc1ccsc1[N+](=O)[O-]	?	8.0%	50.1µM*	-89.7*	-25.5%	-1.0	.	0.9%
35	COCCN1C(=S)NC(c2cccc(C(F)(F)F)c2)C(C(=O)N2CCOCC2)=C1C (stereo unspecified)	-3.5%	11.6%	5.5%	-5.0	0.8%	0.2	9.9%	-8.2%
36	O=S(=O)(NCCC1=CCCCC1)c1ccccc1Br	?	14.4%	-7.4%	10.8	-13.0%	-4.6	8.5%	2.2%
37	CCSc1nc2c(c(=O)[nH]1)C(c1ccccn1)C1=C(CC(C)(C)CC1=O)N2 (stereo unspecified)	-6.7%	-6.7%	4.1%	-1.4	-17.1%	13.3	4.4%	0.0%
38	Cc1ccc(/C=C2\SC(=S)N(CCCC(=O)Nc3cccc(C(=O)O)c3)C2=O)cc1	?	10.0%	2.1%[11.6 µM]	-1.4	-6.6%	-0.2	22.4%	5.3%
39	CC(C)CC(=O)Nc1ccc2c(c1)nc(CCN1CCOCC1)n2C	1.2%	9.5%	9.5%	-0.6	9.8%	0.7	-28.1%	6.4%
40	COC(=O)C1=C(C)OC(N)=C(C#N)C1c1c(C)nn(C)c1C (stereo unspecified)	-17.5%	7.9%	1.4%	-0.6	6.3%	-1.3	.	12.5%
41	Cc1ccc(-c2noc(CCCN3C(=O)c4ccccc4C3=O)n2)cc1	-7.6%	-4.2%	6.8%	1.4	-2.7%	-0.6	-10.8%	13.3%
42	COc1ccc(C(C)NC(=S)NC2CCCCC2)cc1OC (stereo unspecified)	-11.0%	22.1%	12.5%	-3.4	-2.4%	-0.3	10.1%	-4.4%
43	COC(=O)c1ccccc1OCC(=O)N1CCN(c2ccc(OC)cc2)CC1	-1.0%	0.0%	5.0%	.	-0.4%	-0.4	18.3%	-2.8%
44	Cc1cc(N2CCN(c3ncccn3)CC2)nc2c(C)cccc12	2.9%	5.8%	-3.5%	27.9	-18.3%	4.5	-0.7%	-0.9%
45	C=C(c1ccc(OCCO)cc1)c1ccc(OCCO)cc1	26.7µM*	-1.1%	9.7%	4.7	5.0%	0.4	-1.1%	-9.3%
46	COc1ccc(S(N)(=O)=O)cc1N(C)S(=O)(=O)c1ccccc1	26.7µM*	-8.3%	7.5%	-9.1	-8.0%	-0.5	2.1%	-2.3%
47	Cc1ccc(NC(=S)NCCc2ccc(Cl)cc2)c(C)c1	-3.4%	34.1%	-17.6%	6.7	-14.4%	-0.6	-15.5%	0.3%
